# High-throughput results deposited in PubChem by National Center for Advancing Translational Sciences (NCATS).
# KB-V1 cytotox: qHTS assay for MDR1-selective chemotherapeutics: Primary screen using the drug-selected MDR subline cells KB-V1; KB-V1 MDR cells viability, CellTiter-Glo, 72 h; Potency, µM (doses to about 46.1 µM), without a hit: at the highest dose activity change, negative = cytotoxicity, hits mostly cytotoxic; actives 3.4% (n = 400,000); AID 1347076, 2019; further: potency means the concentration at half of the fitted maximal effect; on the % scale 0 is the no-effect control and ±100 the full control effect; nearly all actives have a fitted effect of over 60% in size
#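 Compound-treated KB-V1 multidrug-resistant cells, 72 h, 37 degrees C; viability by CellTiter-Glo. Fitted qHTS curves give the values.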
# IL1B secr inh: qHTS for Inhibitors of Inflammasome Signaling: IL-1-beta AlphaLISA Primary Screen; AID 743279, 2014; activity change, % at 57.5 µM; actives 4.7% (n = 360,000); THP-1 LPS/ATP IL-1B secretion, AlphaLISA, 16 h; active compounds read low; in the data active means activity change below about -50%; inconclusive means mostly about -30% to -49%; further: on the % scale 0 is the no-effect control and ±100 the full control effect
#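 Secreted IL-1B measured by AlphaLISA bead assay after 16 h compound exposure of THP-1 cells; compounds (final up to 57.5 uM) added 1 h before LPS (250 ng/mL) and ATP (1.25 mM) stimulation; lower signal means less secretion.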
# D3 antag: qHTS of D3 Dopamine Receptor Antagonist: qHTS; D3R cells, DiscoveRx beta-arrestin luminescence, antagonist mode; active compounds read low; max response, negative = inhibition, %; actives 2.5% (n = 360,000); AID 652054, 2013; in the data active means max response below about -50%; inconclusive means no clear call, values can overlap the other calls; further: on the % scale 0 is the no-effect control and ±100 the full control effect; mostly tested at two doses, the higher about 12 µM
# Target sequence (P35462 whole entry, looked up): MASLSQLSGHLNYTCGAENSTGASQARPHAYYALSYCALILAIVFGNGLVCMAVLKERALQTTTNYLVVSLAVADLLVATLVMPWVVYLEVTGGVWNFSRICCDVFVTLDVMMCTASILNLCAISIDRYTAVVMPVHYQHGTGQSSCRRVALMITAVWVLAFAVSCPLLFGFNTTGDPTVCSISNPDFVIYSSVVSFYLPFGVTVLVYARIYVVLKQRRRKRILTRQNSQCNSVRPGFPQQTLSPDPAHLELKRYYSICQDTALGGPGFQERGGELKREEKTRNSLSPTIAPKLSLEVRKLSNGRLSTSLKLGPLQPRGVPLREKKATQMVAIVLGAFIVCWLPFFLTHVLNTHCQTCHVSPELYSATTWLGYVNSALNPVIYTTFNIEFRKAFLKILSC
#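 Cells plated overnight at 1500 cells/well, then exposed to library compounds with dopamine controls for 90 minutes at 37 degrees C. DiscoveRx reagent added for 30–60 minutes at room temperature; luminescence read, quantitative HTS format.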
# DRD3 agonist: qHTS of D3 Dopamine Receptor Agonist: qHTS. D(3) dopamine receptor (Homo sapiens), P35462. D3R DiscoveRx beta-arrestin cells, luminescence, 90 min. max activation, %. actives 0.58% (n = 410,000). AID 652048, 2013; in the data active means max activation above about 30%; further: 0% is about no effect; mostly tested at two doses, the higher about 12 µM
#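 Cells at 1500/well, incubated overnight, then treated with pinned compounds (dopamine as control) for 90 min at 37 degrees C. DiscoveRx reagent added for 30 - 60 minutes at room temperature; luminescence read.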
# HT1080NT lethal: qHTS for induction of synthetic lethality in tumor cells producing 2HG: qHTS for the HT-1080-NT fibrosarcoma cell line. HT-1080-NT fibrosarcoma viability, CellTiter-Glo ATP luminescence, 48 h. Potency, µM (highest dose often 46.1 µM), without a hit: at the highest dose activity, negative = less viability, actives largely listed as cytotoxic. actives 1.6% (n = 360,000);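 further: NT is the 2HG producing partner of a matched IDH1 knockdown line; potency means the concentration at half of the fitted maximal effect; 0% = DMSO-treated cells and -100% = media-only wells without cells; nearly all actives have a fitted effect of over 55% in size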
#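 A 48-hour cytotoxicity screen used HT-1080-NT cells plated 2 hours before compound delivery. ATP-based CellTiter-Glo luminescence measured viability, normalized to DMSO and no-cell controls.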
# SW480 rereplic: A quantitative high throughput screen for small molecules that induce DNA re-replication in SW480 colon adenocarcinoma cells; SW480 DNA re-replication, Hoechst DNA content imaging, 48 h; AID 624297, 2012; Potency, µM (highest dose often 46.1 µM), without a hit: top-dose re-replication activation, usual class: activators; actives 1.8% (n = 340,000); further: potency means the concentration at half of the fitted maximal effect; % of control where 0% means no effect; nearly all actives have a fitted effect of over 55% in size
#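 Treated cells incubate 48 hr (37 C, 5% CO2), are stained 40 min with Hoechst, and nuclear fluorescence is enumerated; a rise in nuclei with high DNA signal marks re-replication.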
# GLP1R ag: qHTS of GLP-1 Receptor Agonists. Glucagon-like peptide 1 receptor (Homo sapiens), P43220. HEK293 GLP-1R CRE-luciferase, luminescence, 4-6 h; cells express a hypersensitive GLP-1R form. Potency, µM (series often up to 45.6 µM), for the others: at the top dose activation, hits mostly activators. actives 0.007% (n = 380,000); further: potency means the concentration at half of the fitted maximal effect; % of control where 0% means no effect
# Target sequence (P43220 whole entry, looked up): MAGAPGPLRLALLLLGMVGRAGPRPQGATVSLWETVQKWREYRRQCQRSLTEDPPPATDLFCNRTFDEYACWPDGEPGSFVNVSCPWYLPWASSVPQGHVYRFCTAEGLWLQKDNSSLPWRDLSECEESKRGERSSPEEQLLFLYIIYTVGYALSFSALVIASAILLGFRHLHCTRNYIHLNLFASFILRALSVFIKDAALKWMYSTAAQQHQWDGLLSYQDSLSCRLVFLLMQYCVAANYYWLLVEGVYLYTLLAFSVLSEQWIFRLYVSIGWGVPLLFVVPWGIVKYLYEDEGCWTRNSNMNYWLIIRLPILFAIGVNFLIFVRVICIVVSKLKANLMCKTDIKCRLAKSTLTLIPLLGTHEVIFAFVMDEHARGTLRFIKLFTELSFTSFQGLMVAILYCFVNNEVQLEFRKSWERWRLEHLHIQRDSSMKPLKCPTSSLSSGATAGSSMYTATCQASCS
# KB-3-1 tox: qHTS assay for MDR1-selective chemotherapeutics: Primary screen using the parental adenocarcinoma cell KB-3-1. KB-3-1 viability, CellTiter-Glo ATP luminescence, 72 h. Potency, µM (top dose mostly 46.1 µM), for inactives: at the top dose activity change, negative = cytotoxic, actives largely listed as cytotoxic. actives 1.4% (n = 400,000); further: potency means the concentration at half of the fitted maximal effect; on the % scale 0 is the no-effect control and ±100 the full control effect; nearly all actives have a fitted effect of over 60% in size
#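 KB-3-1 cells, DMEM (no phenol red) + 10% FBS; compound by pin transfer, 72 h, 37 °C. Readout: CellTiter-Glo luminescence after 10 min. Data normalized, curve-fitted.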
# HT1080 IDH1KD tx: qHTS for induction of synthetic lethality in tumor cells producing 2HG: qHTS for the HT-1080-IDH1KD cell line; HT-1080 IDH1 knockdown viability, ATP luminescence, 48 h; Potency, µM (top dose mostly 46.1 µM), without a hit: top-dose activity, negative = toxicity, usual class: cytotoxic; actives 2% (n = 360,000); AID 686971, 2013;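 further: potency means the concentration at half of the fitted maximal effect; 0% = DMSO wells and -100% = cell-free medium wells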
#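 Assay cells: HT-1080 with IDH1 knockdown, 750 per well, RPMI/5% FBS. Exposure: 48 h at 37 °C following 2 h pre-incubation. Read: CellTiter-Glo luminescence; fitted concentration-response, curve class assigned.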
# Numbers without * were called inactive; ? = inconclusive; . = not tested or not shown; & = joins results of further samples; [ ] = another dose, or the depositor's remark. Unless noted, the call rests on the fitted dose curve; in most records, active means well fitted curve in the direction sought with a large enough effect; inconclusive means small, poorly fitted or top-dose-only effect, or another doubt; inactive means no such curve, though single readings can be large; an effect the other way counts as inactive or inconclusive. Not a hit list (roughly 12% active in at least one column).
SMILES,KB-V1 cytotox,IL1B secr inh,D3 antag,DRD3 agonist,HT1080NT lethal,SW480 rereplic,GLP1R ag,KB-3-1 tox,HT1080 IDH1KD tx
Cc1c(CCC(=O)O)c(=O)oc2cc3occ(-c4ccccc4)c3cc12,10.4%,-1.7,5.1,-2.8,-11.8%,-10.4%,7.0%,16.1%,-1.5%
COc1ccc(CN2CCNC(=O)C2CC(=O)N2CCCCO2)c(OC)c1 (stereo not drawn),2.1%,0.0,5.2,2.7,7.6%,-2.4%,8.3%,-3.5%,7.9%
CCOC(=O)C(=O)N(C)c1c(CC)nc2c(OCc3cccc(Cl)c3)cccn12,-2.5%,18.1,-12.0,-11.6,9.4%,.,-2.9%,0.0%,14.2%
CCN1CCN(C(=O)NC2CC(=O)N(c3ccc(OC)cc3)C2)CC1 (stereo not drawn),5.6%,-68.9*,7.2,5.1,?,-10.3%,-1.2%,?,18.6%
COc1ccccc1CCC(=O)OCC(=O)N1CCN(S(=O)(=O)c2ccc(C)cc2C)CC1,23.1%,52.5,-12.6,-6.9,?,?,14.3%,-3.2%,?
CCOC(=O)C1(C)CCCN(C(=O)c2cccc(OC(F)(F)F)c2)C1 (stereo not drawn),?,-6.4,?,-10.9,-3.1%,.,3.8%,0.0%,0.5%
COc1cc(/C=N/NC(=O)NC23CC4CC(CC(C4)C2)C3)ccc1OCC(N)=O,8.2%,-8.3,0.0,8.4,-4.9%,-15.9%,23.6%,1.5%,2.0%
O=C(c1ccnc(Cl)c1)N1CCCC(Nc2ccc(F)cc2)C1 (stereo not drawn),-20.4%,-9.4,-0.6,5.7,6.2%,1.5%,-11.8%,-2.3%,-0.4%
CN(C(=O)c1cccc(NC(=O)Cc2ccc(NC(=O)C3CCN(C(=O)C4CCCC4)CC3)cc2)c1)C1CC1,10.2%,-16.2,24.6,12.4,7.7%,?,1.0%,1.2%,1.8%
Cc1ccc2cc(C3CC(c4ccco4)=NN3S(=O)(=O)c3ccccc3)c(Cl)nc2c1 (stereo not drawn),3.6%,-2.2,-0.9,-2.2,-14.9%,13.1%,-0.1%,?,-25.2%
CC(=O)NC1=NN(C(C)=O)C(C)(CS(=O)(=O)c2ccc(Cl)cc2)S1 (stereo not drawn),-3.1%,-21.8,0.0,-5.1,2.4%,-10.0%[9.22 µM],-0.4%,-4.4%,-1.7%
CC(=O)c1cnn(-c2ccccc2)c1C,0.0%,11.0,6.8,0.8,13.2%,6.7%,6.4%,4.8%,-3.8%
O=C(Nc1nc2ccccc2s1)C1CC(=O)N(c2ccc(F)cc2)C1 (stereo not drawn),-4.0%,23.0,0.0,-0.4,-16.1%,13.0%,-9.9%,-2.8%,-7.4%
COc1cccc(-c2cc(C(=O)NCc3ccc(Cl)cc3)no2)c1,9.1%,-9.6,16.3,2.2,9.5%,-15.8%,-12.2%,12.1%,3.4%
O=C(OCC(=O)c1cccs1)c1ccccc1,16.9%,24.8,16.0,5.0,19.4%,-3.1%,-2.7%,1.4%,17.5%
CN(C#N)c1nc(N2CCOCC2)nc(N2CCOCC2)n1,0.0%,-0.4,6.4,4.5,10.4%,-4.7%,0.5%,4.5%,6.9%
COc1ccc(CCNC(=O)CCCCCN2C(=O)[C@@H]3Cc4ccccc4CN3C2=O)cc1OC,?,24.2,-5.6,1.5,1.9%,-8.9%,11.8%,5.1%,4.1%
Cn1cc(-c2nnnn2-c2cccc(C(F)(F)F)c2)c(C(F)(F)F)n1,-4.4%,38.4,8.9,-2.5,-3.2%,0.2%,2.6%,0.8%,-1.4%
O=C(/C=C/c1ccco1)OCC(=O)c1cccc([N+](=O)[O-])c1,9.5%,-6.3,8.7,13.3,-0.6%,16.7%,3.3%,-0.9%,-11.9%
Cc1ccc(SCC(=O)OCC(=O)N(C)C2CCS(=O)(=O)C2)cc1C (stereo not drawn),0.0%,0.3,-2.9,0.7,8.6%,-0.6%,5.7%,2.3%,0.1%
Cc1ccc(C(=O)N2CCN(c3cc4c(cc3[N+](=O)[O-])n(C)c(=O)n4C)CC2)cc1,0.0%,-4.4,-11.0,-10.0,-10.4%,?,-6.3%,5.4%,-2.2%
CCCCNC(=O)N1CCN(C(c2ccccc2)c2ccccc2)CC1,-10.2%,-19.9,-8.3,4.3,-10.0%,-0.4%,9.6%,-2.2%,-0.4%
O=S(=O)(c1ccc(NC2CCCCC2)cc1)N1CCOCC1,-18.4%,3.9,-2.2,-13.7,0.9%,-10.3%,2.1%,-17.3%,?
Cc1nnc(NC(=O)CSc2ccc(-c3ccc(Cl)cc3)nn2)s1,-4.7%,50.1,16.9,1.9,-10.6%,-11.1%,-2.4%,?,-18.6%
CC(C)(C)C(=O)N1CCC(O)(CS(=O)(=O)Cc2ccccc2)CC1,-3.7%,11.9,1.5,0.2,-3.1%,-1.5%,5.7%,6.5%,10.7%
COCCCNC(=O)CCCCCNS(=O)(=O)c1ccc(Br)cc1,1.1%,36.4,-21.5,-18.4,6.8%,-9.0%,3.2%,0.7%,-1.8%
CCN(CC(=O)NC(C)C)C(=O)c1ccc(S(=O)(=O)N(C)c2ccccc2OC)cc1,5.9%,10.9,-19.2,7.7,8.1%,-29.4%,1.5%,-11.4%,-12.6%
COc1ccc(Cl)cc1NC(=O)c1ccccc1C,0.0%,-10.2,-1.7,-9.7,-13.4%,-6.0%,4.9%,-0.1%,-7.2%
Cc1ccc(CNC2CCCCC2)s1,18.7%,-19.3,-20.6,-5.9,1.4%,-2.7%,3.5%,6.1%,3.3%
COc1ccc(OC)c(CNC(=O)CCn2c(=O)c3cccn3c3ccc(F)cc32)c1,-20.5%,23.2,1.3,-0.2&-5.4,4.2%,-2.0%,-5.8%,6.3%,0.1%
Cc1[nH]c2ccccc2c1C(=O)C(=O)NCCc1c[nH]c2ccccc12,2.8%,0.1,10.6,1.8,?,-3.3%,12.2%,-0.2%,?
O=C1C=C(NC2CC2)C2(CCCCC2)O1,5.9%,1.9,0.0,1.9,11.6%,-3.1%,-14.3%,11.5%,12.5%
Cc1ccc(-n2c3c(cc(C(=O)NCc4ccco4)c2=O)C(=O)CCC3)cc1,-4.7%,-6.0,11.2,2.2,2.7%,-0.1%,2.7%,6.7%,6.7%
C=CCN(CC=C)C(=O)C1CCC(C(=O)N(CC=C)CC=C)CC1 (stereo not drawn),-4.4%,1.3,9.3,2.1,21.3%,4.7%,1.9%,6.0%,14.3%
COc1c(O)cccc1[C@@H](O)C1CCN(CCc2ccc(F)cc2)CC1,11.0%,.,.,.,.,15.1%[9.22 µM],-0.9%,-5.9%,.
N#CC1(NC(=O)COC(=O)/C=C/c2ccc3ccccc3n2)CCCCC1,9.4%,-28.0,-7.6,2.1,-15.0%,3.7%,2.6%,-17.7%,-1.2%
O=C1C=C(c2ccc(Cl)cc2)C(=O)N1Nc1ccccc1,?,-76.1*,-22.9,0.7,23.1µM*,6.51µM*,-30.2%[inhibitor],?,18.4µM*
O=C(O)CSc1nnc(Cc2cccc3ccccc23)n1-c1cc(C(F)(F)F)cc(C(F)(F)F)c1,21.4%,-0.3,8.1,2.7,-12.9%,-15.8%,-0.9%,0.3%,5.5%
O=Cc1cn(CC(=O)Nc2ccc3c(c2)OCO3)c2ccccc12,?,10.5,7.5,2.0,-2.5%,-4.0%,3.9%,-16.9%,0.0%
CCOC(=O)C1=C(C)NC(=S)NC1c1ccc(-c2ccc(Cl)cc2)o1 (stereo not drawn),8.2µM*,-21.4,19.6,1.4,0.2%,18.7%,-18.4%,?,-15.4%

# Structures shown so far that have a thiophene ring, fused or not (2):
SMILES,KB-V1 cytotox,IL1B secr inh,D3 antag,DRD3 agonist,HT1080NT lethal,SW480 rereplic,GLP1R ag,KB-3-1 tox,HT1080 IDH1KD tx
O=C(OCC(=O)c1cccs1)c1ccccc1,16.9%,24.8,16.0,5.0,19.4%,-3.1%,-2.7%,1.4%,17.5%
Cc1ccc(CNC2CCCCC2)s1,18.7%,-19.3,-20.6,-5.9,1.4%,-2.7%,3.5%,6.1%,3.3%

# The listing continues.
SMILES,KB-V1 cytotox,IL1B secr inh,D3 antag,DRD3 agonist,HT1080NT lethal,SW480 rereplic,GLP1R ag,KB-3-1 tox,HT1080 IDH1KD tx
O=C(CCC(=O)OCC(F)(F)C(F)F)NCc1ccccc1,6.5%,-10.2,16.3,-1.0,-6.2%,-10.0%,-3.1%,-1.6%,-1.5%
COc1ccc(C(=O)COC(=O)c2cccc(-n3cnnn3)c2)c(OC)c1,-18.1%,-14.3,8.9,36.4*,-1.6%,-75.5%[inhibitor],12.3%,3.4%,-1.4%
CC(=O)c1cccc(NC(=O)c2cc(-c3cccs3)on2)c1,?,12.5,0.0,-19.6,?,7.3%,13.1%,1.4%,5.0%
O=C(CCn1cnnn1)Nc1cccc(F)c1,0.8%,10.5,11.8,1.3,6.5%,-2.1%,-1.8%,1.3%,9.6%
Cc1ccc(OCCNS(=O)(=O)c2ccc(N3CCCC3=O)cc2)cc1C,16.4µM*,12.6,37.0,-0.4,?,?,4.0%,?,-2.1%
O=c1c2ccccc2c(-c2ccccc2)nn1-c1ccccn1,-17.0%,-4.4,11.4,2.1,-13.8%,-2.5%,21.2%,-1.0%,-4.0%
Cc1cc(C)c(C(=O)NC2CC(C)(C)Cc3c2cnn3-c2ccccc2)o1 (stereo not drawn),-13.1%,?,2.2,-0.4,-7.5%,5.6%,-1.4%,-0.8%,-11.0%
CCCNCc1cc(OC)c(OCC(=O)Nc2ccccc2)cc1Br,0.0%,-27.8,1.6,-14.2,-14.4%,-5.5%,10.1%,-3.5%,-1.6%
